Compound activity deposited in PubChem by several laboratories.
DAGLB inh = DAGLB lipase inhibitors, primary screen, biochemical, fluorescence, HTS. HEK293T DAGLB membrane lysate, EnzChek fluorogenic substrate. actives 0.059% (n = 340,000). inhibition, % at 5.17 µM. AID 504411, 2011; in the data active means inhibition above about 34%;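 further: 0% = enzyme with vehicle and 100% = wells lacking enzyme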
AddAB inh = growth inhibition of E. coli expressing H. pylori AddAB, primary screen, AddAB inhibitor project, absorbance. inhibition, % at 11.9 µM. actives 0.29% (n = 330,000); in the data active means inhibition above about 12%;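 further: 0% = vehicle wells of infected cells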
CDK5 inh = inhibitors of human CDK5/p35 kinase, primary screen, biochemical, single concentration; actives 0.01% (n = 330,000); Cyclin-dependent kinase 5 (Homo sapiens) + Cyclin-dependent kinase 5 activator 1 (Homo …; Recombinant CDK5/p35, ADP-Glo luminescence, 60 min; AID 488839, 2010; inhibition, % at 10 µM;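 active means highest replicate inhibition of at least 50% and at least 75% of replicates reaching 50%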;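 further: plate controls were DMSO neutral control for no effect and GW8510 at 10 µM for full effect; many of its hits are not listed in these tables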
HTR5A inv ctr = HTR5A inverse agonists in luminescence cell assay, primary screen, counter-screen for OPRM1-OPRD1 heterodimer inverse agonist project, full-deck HTS. 5-hydroxytryptamine receptor 5A (Homo sapiens), P47898. HTR5A cell line, inverse agonism. inhibition, % at 9.3 µM. actives 0.083% (n = 340,000). AID 504634, 2011; in the data active means inhibition mostly above about 23%, no sharp cut-off; inactive means mostly below about 18%;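 further: 0% = cells with DMSO and 100% = no-cell wells with DMSO; some compounds called inactive have numbers as strong as hits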
Target sequence (P47898 whole entry, looked up): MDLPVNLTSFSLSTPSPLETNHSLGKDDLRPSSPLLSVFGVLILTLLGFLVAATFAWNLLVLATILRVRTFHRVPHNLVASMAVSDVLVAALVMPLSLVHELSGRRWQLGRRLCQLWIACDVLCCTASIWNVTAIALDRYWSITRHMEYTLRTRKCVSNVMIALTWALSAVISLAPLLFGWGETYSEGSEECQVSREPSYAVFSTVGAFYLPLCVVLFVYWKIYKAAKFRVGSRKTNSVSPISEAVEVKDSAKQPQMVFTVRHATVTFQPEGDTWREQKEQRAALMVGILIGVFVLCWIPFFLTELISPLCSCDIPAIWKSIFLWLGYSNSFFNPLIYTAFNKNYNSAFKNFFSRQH
Ecoli viability = E. coli V3065 growth inhibition, primary screen, counter-screen for AddAB inhibitor project, absorbance, OD600; AID 449728, 2010; actives 0.27% (n = 330,000); inhibition, % at 11.9 µM; 18 h;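 active means inhibition above the campaign's mean inhibition across all tested compounds plus 3 SD, cut at about 9.9% in these data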;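 further: uninfected addAB+ strain grown without phage in ampicillin broth; 0% = DMSO wells and 100% = ciprofloxacin 0.95 µg/ml wells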
PKA-R2B activ = activators of PKA-R2B holoenzyme, primary screen, biochemical, fluorescence polarization, Cy5-IP20, human; cAMP-dependent protein kinase catalytic subunit beta (Homo sapiens) + cAMP-dependent …; PKA-R2B holoenzyme dissociation; R2B truncated from residue 108, S112A mutant; 0% DMSO only, 100% 113 µM cGMP; activation, % at 11.4 µM; actives 0.079% (n = 340,000); AID 504700, 2011;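 active means activation above a cutoff set at the mean over all compounds plus 3 SD, cut at about 18% in these data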;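 further: higher means more holoenzyme dissociation and a rise in polarization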
Target sequence (P31323 whole entry, looked up, other chains not shown, the tested form may be a part): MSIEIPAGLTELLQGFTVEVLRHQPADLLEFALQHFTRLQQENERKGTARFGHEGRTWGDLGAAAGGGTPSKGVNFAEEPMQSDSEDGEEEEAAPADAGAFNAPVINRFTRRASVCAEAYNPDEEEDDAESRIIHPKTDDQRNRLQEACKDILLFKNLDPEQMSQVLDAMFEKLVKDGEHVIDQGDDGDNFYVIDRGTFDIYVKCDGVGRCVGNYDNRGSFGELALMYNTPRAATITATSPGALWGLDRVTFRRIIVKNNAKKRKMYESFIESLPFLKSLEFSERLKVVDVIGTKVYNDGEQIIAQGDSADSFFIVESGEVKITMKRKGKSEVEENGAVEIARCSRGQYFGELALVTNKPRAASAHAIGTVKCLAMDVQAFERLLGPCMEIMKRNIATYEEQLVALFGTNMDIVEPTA
PKA-R1A act = activators of PKA-R1A holoenzyme, primary screen, biochemical, fluorescence polarization, Cy5-IP20, bovine R1A, mouse PKAc; PKA-R1A dissociation; scaled: DMSO 0%, 113 µM cGMP 100%; activation, % at 11.4 µM; actives 0.083% (n = 340,000);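 active means percent activation above the mean of all tested compounds plus 3 SD, cut at about 19% in these data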;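 further: higher means more PKAc released from R1A so a rise in polarization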
phage Ecoli inh = growth loss of phage-infected E. coli, primary screen, RecBCD inhibitor project, absorbance, with phage, HTS | inhibition, % at 11.9 µM | actives 0.26% (n = 360,000); in the data active means inhibition above about 11%
SUMO Mot1 rescue = yeast Mot1-301 growth rescue at high temperature, primary screen, SUMOylation pathway inhibitor project, S. cerevisiae, ATP luminescence, 38.5C. growth rescue, % at 18.8 µM. S. cerevisiae Mot1-301 growth rescue; percent above DMSO median, 100 means doubled. actives 1% (n = 320,000);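 active means every valid replicate shows activation above 250% relative to neutral control wells; inactive means the rest, any valid replicate at or below 250%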;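 further: OY570 slx delta 5 strain wells were the positive control but not used for scaling; some compounds called inactive have numbers as strong as hits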
HTR5A ag ctr = HTR5A agonists in luminescence cell assay, primary screen, counter-screen for OPRM1-OPRD1 heterodimer agonist project, full-deck HTS. cell-based. activation, % at 9.3 µM. actives 0.61% (n = 340,000). AID 504692, 2011; in the data active means activation mostly above about 9.5%, no sharp cut-off; inactive means mostly below about 7.6%;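 further: 0% = cells with vehicle only and 100% = reference agonist; strong numbers were not always called active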
Tat export inh = E. coli Tat export inhibitors, primary screen, MC4100, TorA-mCherry reporter, fluorescence, single point. inhibition, % at 10 µM. actives 0.036% (n = 340,000);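 active means mean replicate inhibition at least 50% and at least half of replicates individually reaching 50%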;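 further: exported cargo escapes ClpAP degradation while cytoplasmic cargo is degraded and loses fluorescence; 0% = median of neutral control wells and 100% = median of NaSCN control wells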
* marks the source's active call; other numbers are inactive results; . = not tested or not shown.

SMILES | DAGLB inh | AddAB inh | CDK5 inh | HTR5A inv ctr | Ecoli viability | PKA-R2B activ | PKA-R1A act | phage Ecoli inh | SUMO Mot1 rescue | HTR5A ag ctr | Tat export inh
CC(=O)c1c(C)nc(-c2ccccc2)n1O | -1 | 2.1 | 2.3 | -10 | -1.8 | 8 | -7 | 3.1 | 3 | 4 | -2
Cc1ccc(C(NC(=O)C(C)C)c2cc([N+](=O)[O-])c3cccnc3c2O)cc1 (stereo unspecified) | 8 | 5.9 | 2.8 | 9 | 1.0 | -16 | 0 | 2.7 | -12 | -1 | -8
Cc1ccc(NC(=O)Cn2c(=O)oc3cc(S(=O)(=O)N4CCC(C)CC4)ccc32)cc1C | -2 | -0.8 | 1.0 | -16 | 0.2 | -17 | 10 | 2.7 | 1 | 6 | -3
O=S(=O)(Cc1ccccc1)NCCc1ccc(F)cc1 | -3 | 1.0 | 0.3 | 19 | 4.4 | -3 | -5 | 2.8 | 1 | -2 | 3
CCN(CC)CC(=O)NCc1cc(-c2ccc(OC)cc2)no1 | -4 | 0.9 | 0.2 | 9 | -1.3 | -13 | -15 | 1.1 | -6 | -4 | 0
CCOC(=O)c1[nH]cnc1C(=O)N[C@@H](C)c1ccccc1 | 0 | 1.7 | 0.3 | -15 | -1.0 | 10 | 6 | 3.6 | 15 | 5 | -41
CCC(Oc1ccccc1)C(=O)NCCCN1CCOCC1 (stereo unspecified) | 2 | 3.3 | 1.2 | -3 | 0.0 | -2 | -10 | 2.5 | -18 | 0 | -3
COc1ccc2[nH]cc(C(=O)CNc3nc(C)cs3)c2c1 | 4 | 1.2 | -0.3 | 4 | 1.6 | -10 | -4 | 1.8 | -4 | -1 | 4
O=C(NCC1CC1)c1onc(CSc2nc3ccccc3[nH]2)c1C(=O)NCC1CC1 | -2 | 3.1 | 0.6 | 4 | -1.5 | -14 | -10 | 1.0 | 7 | -1 | 14
COc1ccc(C(=O)NCCS(=O)(=O)N2CCN(C(=O)c3ccco3)CC2)cc1 | 2 | -1.9 | 0.3 | -2 | 0.3 | 12 | 2 | 3.7 | -4 | 1 | 8
O=C(NCc1ccc2c(c1)OCO2)Nc1ccc([N+](=O)[O-])cc1 | -1 | . | -0.9 | 4 | . | 0 | -9 | 3.1 | -9 | -4 | 5
CCOC(=O)CCc1c(C)nc2ncnn2c1C | -1 | 2.8 | 0.9 | -19 | 2.5 | 4 | 1 | 1.8 | -12 | 8 | 6
OCCNc1nc(Nc2cc(Cl)ccc2OC2CCCC2)nc(N2CCCC2)n1 | -6 | 0.6 | 0.2 | -43 | -2.4 | -6 | 2 | -1.5 | 273 | 2 | 9
Cc1ccccc1OCCn1cc(C(=S)N2CCN(C)CC2)c2ccccc21 | -2 | 2.1 | -3.9 | -4 | 0.7 | -6 | -7 | 1.3 | 774 | 2 | 4
CC(C)c1ccc(NC(=O)CSC(C)c2nc3ccccc3c(=O)[nH]2)cc1 (stereo unspecified) | -2 | -0.2 | 3.8 | 4 | 0.4 | -14 | -10 | 1.3 | 3 | -1 | 11
COc1cc(S(=O)(=O)N(Cc2ccccn2)Cc2ccco2)ccc1-n1cnnn1 | -3 | 1.1 | 1.4 | -18 | 0.4 | 4 | 2 | 2.8 | -15 | 7 | -20
O=C(Cn1cc(C(F)(F)F)ccc1=O)N/N=C/c1ccc(Cl)cc1 | 1 | 5.8 | 1.7 | 16 | 2.6 | -4 | 4 | 4.9 | -13 | 0 | -6
O=C(CCc1nc2ccccc2c(=O)[nH]1)Nc1ccc(F)c([N+](=O)[O-])c1 | 1 | 0.2 | -3.5 | 20 | 2.3 | -7 | -11 | 2.8 | . | -1 | 3
Cc1cc(C)c2c(c1)/C(=C/C(=O)c1ccc(Br)s1)C(=O)N2 | 2 | -0.5 | -1.5 | -12 | -3.4 | 11 | 11 | 2.6 | -20 | 5 | -4
Cc1ccc(NC(=O)CCNS(=O)(=O)c2ccc3[nH]c(=O)oc3c2)c(Cl)c1 | 1 | 3.2 | -2.6 | -6 | 0.0 | -2 | -7 | 2.7 | 5 | 2 | -4
CCN(C(=O)COC(=O)CCC(=O)c1ccccc1)c1c(N)n(Cc2ccccc2)c(=O)[nH]c1=O | 1 | -1.9 | -4.0 | 23 | 1.8 | -7 | -5 | 2.2 | 7 | -9 | -5
Cc1cc(NC(=O)c2ccc(N(C)S(=O)(=O)c3ccccc3)cc2)no1 | -2 | 1.7 | -1.8 | -4 | 0.8 | -3 | 10 | 0.7 | 1 | 5 | 23
COc1ccccc1N1CCN(C(=O)C(Cc2ccccc2)NC(=O)C2CCCCC2)CC1 (stereo unspecified) | -2 | 0.3 | -1.8 | -2 | -1.4 | 0 | -4 | 1.1 | 389 | -2 | 3
CC(C)CC(c1nnnn1Cc1ccco1)N1CCN(c2cccc(Cl)c2)CC1 (stereo unspecified) | -11 | 1.9 | -0.3 | -2 | 1.7 | -3 | -4 | 1.6 | 14 | 1 | 6
CC(C)=C1C2C=CC1C(C(=O)Nc1cc(C)ccc1C)C2C(=O)O (stereo unspecified) | -4 | 0.6 | 1.0 | 11 | -2.5 | -12 | 10 | 2.1 | 15 | 2 | -2
C=CC[C@H](CC(=O)NCCO)C(=O)N[C@@H](C)COC(=O)[C@H](CC=C)CC(=O)OC(C)(C)C | -5 | 3.2 | -0.2 | 6 | -0.4 | -4 | -7 | 0.7 | -10 | -2 | -3
CCOC(=O)N1CCC(NC(=O)CCCN2C(=O)CSc3ncccc32)CC1 | -1 | -2.2 | 1.7 | -3 | -1.0 | -12 | 5 | 3.7 | -29 | -3 | -5
COc1ccc(OCCn2cc(/C=N/NC(=O)c3ccncc3)c3ccccc32)cc1 | 1 | 4.3 | -0.4 | 6 | 0.0 | -3 | -11 | 5.6 | 36 | 1 | 17
COc1cccc(Sc2ccccc2CN(C)C)c1 | -1 | 4.8 | 0.4 | 21 | -0.5 | -19 | -7 | -0.4 | -5 | 5 | -15
O=C1c2ccccc2NC(c2ccccn2)N1NS(=O)(=O)c1ccccc1 (stereo unspecified) | 2 | -1.5 | 2.1 | -11 | -1.0 | -3 | 1 | 2.5 | -7 | 6 | -12
Cc1ccc(/C=C/C(=O)O)cc1S(=O)(=O)NCc1cccnc1 | -5 | 2.8 | 0.9 | -24 | -0.1 | -2 | -5 | 2.3 | 414 | -1 | -2
CN(c1ccccc1)S(=O)(=O)c1cccc(Cl)c1Cl | -4 | 0.7 | -0.9 | 2 | 1.1 | 1 | -3 | 2.0 | 442 | -1 | -11
Cc1cc(C)cc(NC(=O)CSc2nnc(-c3ccccc3C)o2)c1 | -14 | 0.5 | 2.6 | -21 | 1.0 | -2 | -3 | 3.6 | 3 | 8 | 2
COC(=O)[C@H](CCSC)NC(=O)Nc1ccc(C)cc1C | 0 | 2.7 | -1.8 | -5 | -0.1 | -1 | -1 | 0.5 | -10 | 0 | 6
COc1ccc(C(=O)Cn2c(Cl)nc3c2c(=O)n(C)c(=O)n3C)cc1 | 2 | -1.1 | -1.1 | -8 | -0.3 | -5 | -4 | 3.4 | 21 | -2 | -7
Cc1cccc(C(=O)NNC(=O)c2n[nH]c(=O)c3ccccc23)c1C | 0 | 2.8 | -0.8 | 15 | -0.2 | 10 | 2 | 1.5 | . | -2 | 6
COc1ccc(-c2nc(CSCC(=O)NC3CCCC3)c(C)o2)cc1OC | 1 | 1.8 | 1.1 | -42 | 0.9 | 1 | 0 | -2.2 | 7 | 3 | 1
COc1ccc(NC(=O)CSc2nc(C)cc(C)n2)c([N+](=O)[O-])c1 | 3 | 2.3 | -2.5 | 11 | 0.5 | 3 | -7 | 4.8 | -13 | -1 | 0
COc1cccc2sc3cc(NCc4ccc(C)o4)ccc3c(=O)c12 | -3 | 1.6 | 2.3 | -10 | 0.7 | 0 | 9 | 3.8 | 40 | -4 | -3
CC(=O)Oc1ccc(/C=C/c2nc3ccccc3c(=O)o2)cc1 | -3 | -0.3 | 2.4 | -11 | -1.7 | -6 | -13 | 0.2 | -30 | 8 | 15
S=C(Nc1cccnc1)NC1CCCC1 | 1 | 0.9 | -0.7 | -3 | 0.3 | 8 | 9 | 1.4 | -3 | 2 | -5
O=C1CSc2ccc(C(=O)Nc3cccc(S(=O)(=O)Nc4ccc(Br)cc4)c3)cc2N1 | 7 | 5.4 | -0.9 | -21 | 2.0 | -11 | -6 | 3.2 | -17 | 8 | -6
COc1ccccc1CNC(=O)c1ccncc1 | 0 | 0.8 | -0.8 | -6 | -2.8 | 8 | 5 | 1.0 | -7 | 2 | -2
Cc1cccc(-c2noc(C3CCCCC3)n2)c1 | 0 | 0.5 | -0.3 | 5 | 1.7 | 2 | -2 | 0.5 | -1 | -3 | -8
C=CCCCOc1ccc(C(=O)O)cc1 | 0 | 1.4 | -1.6 | -8 | -0.2 | -9 | 3 | 1.3 | 19 | -1 | -5
O=C1C2C3C=CC(CC3)C2C(=O)N1/N=C/c1ccccc1O (stereo unspecified) | -2 | -2.5 | -2.0 | -6 | -0.9 | -4 | -8 | 1.4 | -3 | 2 | 6
COC(=O)C1=C(C)N(CCc2ccccc2)C(=O)C1(NS(=O)(=O)c1ccc(NC(C)=O)cc1)C(F)(F)F (stereo unspecified) | -2 | -0.1 | 0.1 | 23 | 1.0 | -4 | -6 | 3.6 | -6 | 0 | -2
CC(=O)N1CCN(C(=O)c2ccc(NS(=O)(=O)c3ccc(Cl)c(Cl)c3)cc2)CC1 | 0 | . | 1.0 | 10 | . | 3 | -10 | 3.3 | . | 1 | -1
CC1CCCC(NC(=O)CSc2cccc[n+]2[O-])C1C (stereo unspecified) | 2 | 0.2 | -0.6 | 3 | -1.1 | -4 | 2 | -3.4 | -5 | -1 | 0
COc1ccccc1NC(=O)CSc1nc2ccccc2c(=O)n1C | -4 | 1.7 | 1.2 | -4 | 0.4 | 3 | -16 | -0.6 | 145 | 1 | -18
Cc1cc(C(=O)OCC(=O)NC2CCCC2)c2ccccc2n1 | 1 | . | 1.1 | -9 | . | 2 | -6 | 2.4 | . | 2 | 4
Cn1c(=O)n(CCN2CCOCC2)c(=O)c2c1nc1n2CCN1c1ccc(Oc2ccccc2)cc1 | 1 | . | -1.3 | . | . | 1 | 6 | 2.2 | . | . | 3
O=C(O)CC/C(=C\c1ccccc1[N+](=O)[O-])c1nc2ccccc2s1 | 4 | 3.7 | 0.1 | 5 | 0.8 | -1 | -2 | 2.8 | 3 | -2 | 11
